# High-throughput results: PubChem, The Scripps Research Institute Molecular Screening Center
# CHO-K1 Ca antag – M1 antagonist counterscreen hit in parental CHO-K1 cells. 360,000 tested, 0.6% active. inhibition, % at 3 µM. AID 602250. ATP-induced calcium, Fluo-8 fluorescence;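 active means inhibition above a per-plate cutoff, the plate's mean sample inhibition plus 3 SD, cut at about 24% in these data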;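 further: 0% = DMSO plus EC80 ATP and 100% = DMSO alone without ATP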
# CHO-K1 Ca PAM – nonselective activator or artifact in parental CHO-K1 calcium assay | activation, % at 3 µM | ATP EC20, Fluo-8 calcium fluorescence; 0% at ATP EC20, 100% at ATP max | 360,000 tested, 0.02% active | AID 602247;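 active means activation above the run cutoff, the mean activation of all test compounds plus 3 SD, cut at about 40% in these data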;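 further: peak over basal fluorescence ratio in a 140 s read after ATP addition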
# TAAR1 antag – antagonists of human TAAR1; Q96RJ0; CHO RD-HGA16 TAAR1, Fluo-8 calcium fluorescence, antagonist; inhibition, % at 3 µM; AID 624466; 360,000 tested, 1.5% active;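 active means inhibition above a per-plate cutoff, the mean inhibition of test compounds on that plate plus 3 SD, cut at about 49% in these data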;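 further: 0% = DMSO plus EC80 beta-PEA response and 100% = DMSO alone without agonist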
# Target sequence (Q96RJ0 whole entry, looked up): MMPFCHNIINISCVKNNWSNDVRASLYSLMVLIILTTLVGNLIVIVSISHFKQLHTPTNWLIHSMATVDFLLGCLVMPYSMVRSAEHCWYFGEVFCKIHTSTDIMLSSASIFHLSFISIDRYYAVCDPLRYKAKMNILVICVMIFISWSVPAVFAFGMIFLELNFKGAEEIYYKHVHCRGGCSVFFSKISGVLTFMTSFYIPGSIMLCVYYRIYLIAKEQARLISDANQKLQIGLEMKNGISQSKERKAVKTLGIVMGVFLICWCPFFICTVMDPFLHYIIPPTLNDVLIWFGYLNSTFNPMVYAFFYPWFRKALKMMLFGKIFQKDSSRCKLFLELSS
#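 Assay system: CHO-derived RD-HGA16 cells stably expressing human TAAR1 plus Gα16. Timing: 140 s kinetic read after compound, 140 s after agonist. Technique: kinetic Fluo-8 calcium fluorescence measurement. Measure: % inhibition of agonist calcium response.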
# CHO parental Ca – signal in parental CHO cells, OX1R antagonist counter-screen; parental CHO-K1, ATP-induced calcium, Fluo-8 fluorescence; inhibition, % at 5.6 µM; 330,000 tested, 0.63% active;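 active means inhibition above that plate's mean sample inhibition plus 3 SD, cut at about 26% in these data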;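 further: 0% = ATP-challenged DMSO wells and 100% = DMSO wells without ATP; some compounds past the cut are filed as inactive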
#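 Measured by: calcium-sensitive Fluo-8 fluorescence / Test system: CHO parental line / Controls: ATP-challenged DMSO wells low, unchallenged DMSO wells high / Measure: % inhibition / Compound: single nominal dose of 5.6 µM per compound / Replicates: single well per compound, no replicates / Reagent: ATP as calcium-mobilizing challenge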
# CHRM1 antagonist – antagonists of human M1 muscarinic receptor. AID 588852. inhibition, % at 3 µM. 360,000 tested, 1.3% active. CHO-K1 hM1, Fluo-8 calcium fluorescence, ACh EC80 antagonist;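 active means percent inhibition above its own plate's cutoff, namely the mean of that plate's compound wells plus 3 SD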;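 further: peak over basal fluorescence ratio during 140 s after agonist addition; 0% = ACh EC80 plus DMSO and 100% = DMSO alone without agonist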
# TAAR1 ag – agonists of human TAAR1 | 360,000 tested, 0.99% active | CHO RD-HGA16 TAAR1, Fluo-8 calcium fluorescence; vehicle wells 0%, saturating PEA agonist 100% | activation, % at 3 µM;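 active means activation above the mean activation of all test compounds in the run plus 3 SD, cut at about 38% in these data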
#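 Test system: RD-HGA16 (CHO) cells co-expressing Gα16 and hTAAR1; dosing: one-point dosing at 3 µM (nominal); timing: 17-24 h seeding, 75 min 37 °C dye, 30 min RT; signal: kinetic Fluo-8 calcium fluorescence; read-out basis: % activation relative to PEA EC100 response; controls: DMSO and PEA EC100; replicates: n 1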
# CHRM1 agonist – human M1 muscarinic receptor agonism. 360,000 tested, 0.33% active. P11229. CHO-K1 hM1, Fluo-8 calcium fluorescence, agonist mode; 0% DMSO, 100% acetylcholine EC100. AID 588814. activation, % at 3 µM;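 active means activation above the run's mean compound activation plus 3 SD, cut at about 16% in these data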;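 further: peak over basal fluorescence ratio within a 140 s kinetic read after compound addition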
# M1 ag parental – M1 agonist counterscreen hit in parental CHO-K1 cells | AID 602248 | 360,000 tested, 0.48% active | activation, % at 3 µM | Fluo-8 calcium fluorescence; scaled to maximal ATP response, vehicle zero; in the data active means activation above about 15%;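 further: untransfected CHO-K1 host cells lacking M1 receptor as counterscreen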
# OXTR potentiator – potentiators of human oxytocin receptor. P30559. CHO-OTR cells, Fluo-8 calcium fluorescence, potentiator mode; 0% = oxytocin EC15, 100% = EC100. activation, % at 3 µM. 320,000 tested, 0.061% active. AID 2445;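 active means activation above that plate's cutoff, the mean activation of tested compounds plus 3 SD, cut at about 6.6% in these data, passing the limit was not always enough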;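 further: 100% uses oxytocin at 75 nM as the full agonist control; some results filed as inactive read as strong as hits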
# Target sequence (P30559 whole entry, looked up): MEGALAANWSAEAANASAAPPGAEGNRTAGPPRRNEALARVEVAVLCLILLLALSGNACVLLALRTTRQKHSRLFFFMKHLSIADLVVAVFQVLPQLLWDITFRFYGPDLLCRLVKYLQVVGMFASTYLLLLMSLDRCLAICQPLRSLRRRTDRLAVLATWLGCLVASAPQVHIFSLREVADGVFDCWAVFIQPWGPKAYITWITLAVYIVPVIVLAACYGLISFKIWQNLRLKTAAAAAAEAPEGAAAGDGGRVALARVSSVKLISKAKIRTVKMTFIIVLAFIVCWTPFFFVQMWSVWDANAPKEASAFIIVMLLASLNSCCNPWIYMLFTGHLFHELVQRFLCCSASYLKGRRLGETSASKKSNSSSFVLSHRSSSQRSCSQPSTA
#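 assay system = CHO-OTR cells, human receptor | schedule = compound 6 min at room temperature before oxytocin, 100 s read | detection = Fluo-8 intracellular calcium fluorescence, ex 470-495, em 515-575 nm | evaluation = normalized max/min fluorescence ratio, % activation | control set = EC15 oxytocin alone as 0%, 75 nM oxytocin (EC100) as 100%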
# The depositor's hits bear a star; . = not tested or not shown.
1	Cc1cc(NC(=O)COC(=O)Cn2[nH]c(=O)c3ccccc3c2=O)c([N+](=O)[O-])cc1C
2	COc1cc(OC)c(OC)cc1/C=C/C(=O)c1ccc(NS(=O)(=O)c2ccc(C)cc2)cc1
3	CCOC(=O)C1(C)CCCN1C(=O)c1ccc(OC)c(OC)c1 (configuration not stated)
4	Cc1ccc(Sc2ccc(C(=O)N3CCOCC3)cc2[N+](=O)[O-])cc1
5	C(=N\Nc1nc(-c2cccnc2)nc2ccccc12)/c1ccccc1
6	COc1cccc(NC(=S)N2CCCC2c2ccc(OC)c(OC)c2)c1 (configuration not stated)
7	c1ccc2c3c([nH]c2c1)CCNC3
8	COC(=O)c1cc2ccsc2n1CC(=O)N1CCCc2ccccc21
Assay by compound	1	2	3	4	5	6	7	8
CHO-K1 Ca antag	-17	2	-7	1	12	-11	-6	-12
CHO-K1 Ca PAM	15	11	14	9	-11	11	20	-8
TAAR1 antag	-1	-46	-2	0	41	-15	81*	-7
CHO parental Ca	-16	-19	.	-17	-6	-10	8	-18
CHRM1 antagonist	-3	-1	-20	3	-14	-31	-4	-7
TAAR1 ag	4	2	0	0	9	2	82*	11
CHRM1 agonist	-3	-1	-2	-5	-7	0	27*	-6
M1 ag parental	0.7	2.1	1.0	11	2.4	1.2	1.4	-0.5
OXTR potentiator	-6	-14	.	-11	-2	-3	-19	-1

9	O=c1cc(CSc2nnnn2-c2ccccc2)nc(Nc2ccc(F)cc2)[nH]1
10	C#CCN(C[C@@H]1[C@@H](OC(=O)NCc2ccc(OC)c(OC)c2)[C@@H](OC(=O)NCc2ccc(OC)c(OC)c2)Cn2c(=O)n(CCCCCC)c(=O)n21)S(=O)(=O)c1ccc(C)cc1
11	CC(C)(C)c1cnnn1-c1ccc(-c2csc(N)n2)cc1
12	CCC(/C=C1\Sc2ccc(OC)cc2N1CCO)=C\c1sc2ccc(OC)cc2[n+]1CCO
13	CCOc1cc(N2CCOCC2)c(OCC)cc1NC(=O)COC(=O)CCOc1cc(C)ccc1C
14	Cc1ccc(C(=O)NCc2ccc(F)cc2)s1
15	Cc1ccc(NC(=O)c2cc(N3C(=O)C=CC3=O)ccc2N2CCOCC2)cc1Cl
16	Cc1ccc(Cl)cc1NS(=O)(=O)Cc1ccccc1
Assay by compound	9	10	11	12	13	14	15	16
CHO-K1 Ca antag	18	-11	-19	-6	-5	5	-4	-4
CHO-K1 Ca PAM	-5	17	7	10	8	-22	22	21
TAAR1 antag	32	4	1	1	-14	-1	51*	2
CHO parental Ca	-6	.	-8	-20	-16	-6	6	1
CHRM1 antagonist	-1	-3	-9	2	-10	-7	3	-2
TAAR1 ag	66*	0	0	0	-1	-2	30	1
CHRM1 agonist	-1	-2	-2	-12	-3	-3	-9	-4
M1 ag parental	1.0	2.0	1.9	-0.2	2.0	-0.2	2.6	-0.1
OXTR potentiator	-16	.	-11	-3	-4	-4	-5	-17

17	CCOc1ccc(-c2nnc(NC(=O)C3CCCC3)o2)cc1
18	COCCNC(=O)c1onc(CSc2ccccc2F)c1C(=O)O
19	COC(=O)Nc1ncc(CN2CCc3ccccc3C2)s1
20	CC(=O)N1CCN(C(=O)CCc2nc3ccccc3c(=O)[nH]2)CC1
21	CCC(C)NC(=O)COC(=O)c1ccccc1OCC(=O)Nc1ccc(Br)cc1 (configuration not stated)
22	O=C(Cc1cccs1)NC(Cc1c[nH]c2ccccc12)C(=O)O (configuration not stated)
23	CC1CC(C)CN(S(=O)(=O)c2ccc3c(c2)oc(=O)n3CC(=O)NCCCOC(C)C)C1 (configuration not stated)
24	COc1cccc(/C=C/C(=O)NNC(=O)c2ccco2)c1OC
Assay by compound	17	18	19	20	21	22	23	24
CHO-K1 Ca antag	-3	3	-3	-16	-8	-3	-15	-14
CHO-K1 Ca PAM	3	-8	11	23	36	-6	17	16
TAAR1 antag	-13	3	-29	6	-3	-2	-25	20
CHO parental Ca	-1	-1	-20	-8	-9	-8	-12	-4
CHRM1 antagonist	-9	10	-6	3	-9	-10	2	-10
TAAR1 ag	2	1	32	5	0	0	0	6
CHRM1 agonist	0	-5	-9	-5	-6	-3	-3	0
M1 ag parental	0.5	0.1	0.6	0.6	0.8	0.3	1.8	0.1
OXTR potentiator	-7	-7	-6	-5	3	-1	-5	-5

25	COc1ccc(NC(=O)CN(C)CC(=O)NCC2CCCCC2)cc1
26	CNC(=O)C1CCC(=O)N1Cc1ccccc1Cl (configuration not stated)
27	CC(N)c1csc(Nc2ncccn2)n1 (configuration not stated)
28	Cc1ccc(N2C(=O)NC(NC(=O)C3CC3)(C(F)(F)F)C2=O)cc1 (configuration not stated)
29	CC12CC3CC(C)(C1)CC(C(=O)Nc1nncs1)(C3)C2
30	CCOCCOC(=O)CCSc1n[nH]c(=O)[nH]c1=O
31	Cc1cc(-c2ccccc2C(=O)O)on1
32	Cc1cccc(-n2ncc3c(N4CC(C)CC(C)C4)ncnc32)c1 (configuration not stated)
Assay by compound	25	26	27	28	29	30	31	32
CHO-K1 Ca antag	5	-8	25*	-10	6	-9	-5	6
CHO-K1 Ca PAM	3	14	-5	12	-16	13	2	-4
TAAR1 antag	0	6	-5	-6	-14	-18	10	-21
CHO parental Ca	.	-4	.	6	3	-5	4	-20
CHRM1 antagonist	11	-3	-2	-3	-13	-8	-1	-19
TAAR1 ag	0	4	2	0	13	6	1	0
CHRM1 agonist	-2	-5	-4	-3	1	-5	-3	-1
M1 ag parental	0.6	3.8	1.4	-0.1	-0.4	0.0	0.4	-0.1
OXTR potentiator	.	-6	.	-4	1	3	-13	-4

# Compounds 19 through 29 from above:
19	COC(=O)Nc1ncc(CN2CCc3ccccc3C2)s1
20	CC(=O)N1CCN(C(=O)CCc2nc3ccccc3c(=O)[nH]2)CC1
21	CCC(C)NC(=O)COC(=O)c1ccccc1OCC(=O)Nc1ccc(Br)cc1 (configuration not stated)
22	O=C(Cc1cccs1)NC(Cc1c[nH]c2ccccc12)C(=O)O (configuration not stated)
23	CC1CC(C)CN(S(=O)(=O)c2ccc3c(c2)oc(=O)n3CC(=O)NCCCOC(C)C)C1 (configuration not stated)
24	COc1cccc(/C=C/C(=O)NNC(=O)c2ccco2)c1OC
25	COc1ccc(NC(=O)CN(C)CC(=O)NCC2CCCCC2)cc1
26	CNC(=O)C1CCC(=O)N1Cc1ccccc1Cl (configuration not stated)
27	CC(N)c1csc(Nc2ncccn2)n1 (configuration not stated)
28	Cc1ccc(N2C(=O)NC(NC(=O)C3CC3)(C(F)(F)F)C2=O)cc1 (configuration not stated)
Assay by compound	19	20	21	22	23	24	25	26	27	28
CHO-K1 Ca antag	-3	-16	-8	-3	-15	-14	5	-8	25*	-10
CHO-K1 Ca PAM	11	23	36	-6	17	16	3	14	-5	12
TAAR1 antag	-29	6	-3	-2	-25	20	0	6	-5	-6
CHO parental Ca	-20	-8	-9	-8	-12	-4	.	-4	.	6
CHRM1 antagonist	-6	3	-9	-10	2	-10	11	-3	-2	-3
TAAR1 ag	32	5	0	0	0	6	0	4	2	0
CHRM1 agonist	-9	-5	-6	-3	-3	0	-2	-5	-4	-3
M1 ag parental	0.6	0.6	0.8	0.3	1.8	0.1	0.6	3.8	1.4	-0.1
OXTR potentiator	-6	-5	3	-1	-5	-5	.	-6	.	-4

29	CC12CC3CC(C)(C1)CC(C(=O)Nc1nncs1)(C3)C2
Assay by compound	29
CHO-K1 Ca antag	6
CHO-K1 Ca PAM	-16
TAAR1 antag	-14
CHO parental Ca	3
CHRM1 antagonist	-13
TAAR1 ag	13
CHRM1 agonist	1
M1 ag parental	-0.4
OXTR potentiator	1

# Next part.
33	O=C(C[n+]1cccc(Br)c1)c1cccs1
34	Cc1cc2cc(CNC(=O)c3ccc(Br)o3)ccc2n1C
35	Cc1ccc(C)c(NC(=O)COc2coc(CN3CCc4ccccc4C3)cc2=O)c1
36	CCC(C)N(C(=O)CSc1nc(C)nc2ccccc12)C1CCS(=O)(=O)C1 (configuration not stated)
37	COC(=O)C1=C(C)NC(=O)NC1c1ccc(-c2ccc(Cl)cc2)o1 (configuration not stated)
38	COc1ccc(CNC(=O)c2ccc(C(C)(C)C)cc2)cc1
39	CCOC(=O)c1ccc(NC(=O)C2(N3C(=O)c4ccccc4C3=O)CCCC2)cc1
40	Cc1ccc2c(c1)-c1c(cnn1CC(=O)Nc1ccccc1N1CCN(C)CC1)CO2
Assay by compound	33	34	35	36	37	38	39	40
CHO-K1 Ca antag	12	-7	-7	-13	-19	-2	3	5
CHO-K1 Ca PAM	-21	4	-11	14	17	-3	-7	7
TAAR1 antag	8	-16	-9	-12	0	-16	-2	-11
CHO parental Ca	-6	-12	-9	-13	-11	-7	.	-12
CHRM1 antagonist	-24	-7	-3	-2	-1	-3	-15	-12
TAAR1 ag	8	3	7	6	5	2	4	9
CHRM1 agonist	-6	-4	0	-5	-11	-8	-6	-8
M1 ag parental	0.6	-0.4	4.3	0.5	0.9	1.4	-0.1	0.0
OXTR potentiator	0	-9	-8	-4	-11	-2	.	-6

41	N#CCC(=O)Nc1ccc(C(=O)Nc2cccc(S(=O)(=O)N3CCCC3)c2)cc1
42	Cc1ccc(Cl)cc1N1CCN(C(=O)C2(S(=O)(=O)c3ccc(Cl)cc3)CC2)CC1
43	CN(CCOc1ccc(Cl)cc1)C(=O)CNS(=O)(=O)c1ccc(N(C)C)c([N+](=O)[O-])c1
44	COc1ccc(NC(=O)N2CCN(S(C)(=O)=O)CC2)cc1OC
45	CC(=O)N1CC2(NC(=O)c3ccccc3N2)c2ccccc21 (configuration not stated)
46	O=C(c1cccc(F)c1F)N1CCCC1
47	COC(=O)c1sc(-c2ccccc2)cc1NC(=O)c1ccc(OC)cc1
Assay by compound	41	42	43	44	45	46	47
CHO-K1 Ca antag	-6	-3	2	-3	0	4	-14
CHO-K1 Ca PAM	12	12	-8	13	13	-2	-3
TAAR1 antag	-13	4	28	4	-7	7	-12
CHO parental Ca	.	-27	.	-6	3	-7	-9
CHRM1 antagonist	6	6	7	-17	0	0	-7
TAAR1 ag	2	1	8	2	0	-1	4
CHRM1 agonist	-9	-5	-1	-5	-3	-5	-2
M1 ag parental	0.4	0.1	5.9	0.3	0.6	0.4	0.2
OXTR potentiator	.	-19	.	-3	-2	-8	0

# Compounds were not picked by outcome; any-hit rate near 4.2%.
